Assay outcomes: PubChem BioAssay, National Center for Advancing Translational Sciences (NCATS)
ALOX12 inh: blocks human arachidonate 12S-lipoxygenase; 580,000 compounds, 1.1% hits; Potency, µM (top dose mostly 108 µM), inactives show at the top dose activity change, negative = inhibition, hits mostly inhibitors; purified 12hLO, xylenol orange hydroperoxide absorbance; further: potency means the concentration at half of the fitted maximal effect; on the % scale 0 is the no-effect control and ±100 the full control effect
Target sequence (P18054 whole entry, looked up): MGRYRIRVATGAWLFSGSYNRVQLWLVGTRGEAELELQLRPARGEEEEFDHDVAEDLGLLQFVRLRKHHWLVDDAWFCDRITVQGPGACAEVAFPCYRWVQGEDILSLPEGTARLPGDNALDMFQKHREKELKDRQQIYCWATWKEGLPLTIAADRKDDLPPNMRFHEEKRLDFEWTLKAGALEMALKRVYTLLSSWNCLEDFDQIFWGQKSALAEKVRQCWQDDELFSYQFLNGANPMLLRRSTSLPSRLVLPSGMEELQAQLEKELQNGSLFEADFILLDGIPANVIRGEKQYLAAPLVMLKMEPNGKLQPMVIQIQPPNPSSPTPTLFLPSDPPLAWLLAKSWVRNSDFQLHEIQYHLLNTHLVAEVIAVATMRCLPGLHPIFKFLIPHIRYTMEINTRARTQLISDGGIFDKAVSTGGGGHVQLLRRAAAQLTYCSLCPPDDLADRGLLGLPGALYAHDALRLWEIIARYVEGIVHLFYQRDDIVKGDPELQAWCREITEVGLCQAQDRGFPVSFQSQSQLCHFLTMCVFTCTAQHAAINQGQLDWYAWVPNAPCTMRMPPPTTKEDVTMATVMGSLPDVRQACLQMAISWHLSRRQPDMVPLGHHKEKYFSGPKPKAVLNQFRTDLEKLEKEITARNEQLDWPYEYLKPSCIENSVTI
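Hydroperoxide product was detected by ferrous iron/xylenol orange as the 573 to 405 nm absorbance ratio. Arachidonic acid at 40 uM (final) was turned over for 30 min at room temperature by 150 nM human 12hLO, pH 7.0 Hepes buffer, after 15 min compound preincubation.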
BAZ2B block: blocks human BAZ2B | Potency, µM (doses to about 114 µM), for inactives: top-dose activity change, negative = inhibition, actives largely listed as inhibitors | Q9UIF8 | 360,000 compounds, 4.4% hits | AlphaScreen BAZ2B-H3K14Ac peptide displacement; further: potency means the concentration at half of the fitted maximal effect; on the % scale 0 is the no-effect control and ±100 the full control effect; nearly all actives have a fitted effect of over 60% in size
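Inhibition is scored as reduced AlphaScreen emission. The BAZ2B/b-H3(5-23)K14Ac complex (50 nM each) in PBS pH 7.4, 0.01% Tween-20 meets compound (up to 110 uM) for 30 min at RT before bead addition.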
PI4K2A block: inhibitors of human PI4K2A | Q9BTU6 | purified PI4K2A, ADP-Glo luminescence, 1 h; active compounds read low | activity change, negative = inhibition, % at 76.9 µM | 420,000 compounds, 0.13% hits | AID 1346378; in the data active means activity change below about -50%; inconclusive means mostly about -30% to -49%;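 further: -100% = wells without enzyme as full effect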
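PI4K2A activity was measured by ADP-Glo luminescence: enzyme (4 ug/mL stock) and phosphatidylinositol (1.2 mM stock) in Tris pH 7.5/MgCl2/EGTA/Triton X-100 buffer were reacted with ATP (300 microM stock) for one hour at ambient temperature.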
ERG Ets-DNA blk: ERG Ets/DNA interaction inhibition; fluorescence polarization, His-ERG Ets domain / labelled DNA; P11308; Potency, µM (top dose mostly 76.9 µM), for the others: at the highest dose FP activity, negative = inhibition, hits mostly inhibitors; AID 624246; 370,000 compounds, 0.028% hits; active means well fitted inhibition curve with a large enough effect in the polarisation, with a control signal flat; inconclusive means small, poorly fitted or top-dose-only effect, or effect the other way, or a change in a side signal; inactive means no such curve, though single readings can be large or run the other way; the % refers to the polarisation;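 further: polarization taken with two DNA probes labelled with fluorescein and Texas red; potency means the concentration at half of the fitted maximal effect; % of control where 0% means no effect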
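His-tagged ERG Ets domain (1 uM in the protein solution; 300mM KCl, 50mM Tris-HCl, 1mM EDTA, 1mM DTT, pH 7.5) received compound, then a probe mix of 5 nM fluorescein-DNA and 100nM Texas-615-DNA. Fluorescence polarization was read for both dyes.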
JMJD2A Tudor: JMJD2A Tudor domain (human) inhibition. Potency, µM (top dose mostly 114 µM), for the others: at the top dose activity change, negative = inhibition, hits mostly inhibitors. 390,000 compounds, 4.4% hits. AID 504339. AlphaScreen JMJD2A-Tudor / H3K4me3 peptide binding. O75164; further: potency means the concentration at half of the fitted maximal effect; on the % scale 0 is the no-effect control and ±100 the full control effect; nearly all actives have a fitted effect of over 50% in size
HP1b binding inh: HP1-beta chromodomain-methylated histone interaction inhibition; AID 540317; 390,000 compounds, 0.56% hits; Potency, µM (titrated, usually from 114 µM), without a hit: at the highest dose activity change, negative = inhibition, usual class: inhibitors; P83916; AlphaScreen HP1-beta / biotin-H3K9me3 peptide binding; further: potency means the concentration at half of the fitted maximal effect; nearly all actives have a fitted effect of over 70% in size; inactives centre near 23
Target sequence (P83916 whole entry, looked up): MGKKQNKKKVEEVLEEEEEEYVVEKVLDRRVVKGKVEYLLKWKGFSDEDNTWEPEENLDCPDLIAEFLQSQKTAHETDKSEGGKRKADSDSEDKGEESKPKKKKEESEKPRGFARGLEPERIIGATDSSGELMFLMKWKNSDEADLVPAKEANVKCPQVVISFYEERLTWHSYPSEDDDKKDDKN
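AlphaScreen: HP1-beta (50 nM) preformed 30 min with biotin-H3(1-18)K9me3 peptide (50 nM) in PBS pH 7.4, 0.01% Tween-20. Compound added for 30 min at RT, then streptavidin donor/nickel chelate acceptor beads (10 ug/mL) for 30 min.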
G9a inh: inhibitors of human histone lysine methyltransferase G9a. AID 504332. Potency, µM (series often up to 102 µM), inactives show at the top dose activity, negative = inhibition, most hits filed as inhibitors. Q96KQ7. 350,000 compounds, 8.8% hits. G9a H3K9 monomethylation, AlphaScreen, 2 h; further: potency means the concentration at half of the fitted maximal effect; on the % scale 0 is the no-effect control and ±100 the full control effect; nearly all actives have a fitted effect of over 75% in size
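Chemiluminescent proximity detection of H3K9 monomethylation, read after 10 min bead incubation in the dark. Reaction: 20 nM G9a, 500 nM biotin-H3K9 peptide, 20 uM SAM cofactor, 2 h, room temperature, following 15 min enzyme-compound preincubation.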
GLS inhibitor: blocks human kidney-isoform glutaminase activity; O94925; GLS enzymatic activity, qHTS titration; Potency, µM (series often up to 45.5 µM), without a hit: top-dose activity change, negative = inhibition, actives largely listed as inhibitors; 410,000 compounds, 0.21% hits; further: potency means the concentration at half of the fitted maximal effect; on the % scale 0 is the no-effect control and ±100 the full control effect
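Coupled fluorescence readout: glutamate oxidase/HRP/Amplex Red detect glutamate formed by hKGA from L-glutamine (1 mM solution added). Buffer 45 mM KH2PO4 pH 8.2, 0.02% Tween-20; reads at t0 and 30 min RT.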
RGS4 inhibitor: blocks human RGS4-accelerated GTP hydrolysis; P49798; Transcreener GDP fluorescence polarization, RGS4-accelerated GTP hydrolysis; Potency, µM (highest dose often 114 µM), for inactives: top-dose activity change, negative = inhibition, usual class: inhibitors; 390,000 compounds, 0.039% hits; AID 504845; further: potency means the concentration at half of the fitted maximal effect; on the % scale 0 is the no-effect control and ±100 the full control effect; nearly all actives have a fitted effect of over 75% in size; some results filed as inactive show a strong effect at the top dose
Target sequence (P49798 whole entry, looked up): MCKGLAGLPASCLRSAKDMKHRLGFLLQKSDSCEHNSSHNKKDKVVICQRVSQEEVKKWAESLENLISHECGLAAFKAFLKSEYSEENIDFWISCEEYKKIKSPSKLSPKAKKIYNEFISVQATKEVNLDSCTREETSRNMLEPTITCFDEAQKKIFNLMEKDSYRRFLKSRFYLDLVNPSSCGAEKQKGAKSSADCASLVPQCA
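MLSMR compounds (23 nl, pin-transferred) preincubated 10 min at room temperature with a 500nM (2x) first reagent, then RGS4 at 900nM (2x) plus Transcreener GDP mix added; fluorescence polarization (620/688 nm) read before and after 90 min at 30 °C.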
The depositor's hits bear a star; u = inconclusive; x = no result given; & = joins results of further samples; [ ] = remark or other dose. Unless noted, the call rests on the fitted dose curve; in most records, active means well fitted curve in the direction sought with a large enough effect; inconclusive means small, poorly fitted or top-dose-only effect, or another doubt; inactive means no such curve, though single readings can be large; an effect the other way counts as inactive or inconclusive.

Every second line gives: JMJD2A Tudor | ERG Ets-DNA blk | PI4K2A block | GLS inhibitor | RGS4 inhibitor | HP1b binding inh | ALOX12 inh | G9a inh | BAZ2B block
1. CCC(=O)N1CCc2cc(Br)cc(S(=O)(=O)N3CCCC(C(=O)Nc4ccc(OC)cc4OC)C3)c21 (stereo unspecified)
→ -20% | -7% | 0 | -1% | -2% | 17% | -9% | 5%[59 µM] | -4%
2. N#CN(CC(N)=O)c1nc(N2CCCCC2)nc(N2CCCCC2)n1
→ -7% | 1% | -15 | 6% | 2% | 21% | 103%[activator] | 36%[12.7 µM] | -38%
3. O=C(Nc1cccc(C(F)(F)F)c1)Oc1ccccc1N1CCOCC1
→ -7% | 1% | -1 | 20% | 29% | 3% | 27% | 9% | -2%
4. CC(C)CCCNc1nc(N2CCOCC2)nc(N2CCOCC2)n1
→ -19% | -7% | -8 | -1% | 16% | 25% | 17% | -5% | -5%
5. Oc1cc(-c2ccc(N3CCCCC3)nc2)cc2cccnc12
→ -28% | x | -12 | -4% | -39% | 58%[activator] | x | -3%[12.7 µM] | 9%
6. CC(=O)Nc1ccc(Oc2cncc(Cl)c2)nc1
→ -6% | -1% | 3 | -11% | -3% | 36% | 3% | 23% | 1%
7. Clc1ccc(Cn2cnc3ccccc32)cc1
→ -16% | -2% | 0 | 4% | 8% | 27% | 9% | 7%[12.7 µM] | -3%
8. CN(c1ccccc1)S(=O)(=O)c1nnc(NC(=O)COc2ccccc2F)s1
→ -17% | -5% | -1 | 4% | 0% | 29% | 13% | 17% | u
9. Cc1ccccc1CN1CCC(N2CCC(C(=O)NCC3CCCO3)CC2)CC1 (stereo unspecified)
→ -20% | 6% | -2 | 8% | 9% | 16% | 247%[activator] | -18% | -2%
10. NNc1nc2c(Cl)ccc(Cl)c2s1
→ 45µM* | 4% | -1 | 15% | -37% | -31% | u | u | 50µM*
11. O=C(N/C(=C/c1ccc([N+](=O)[O-])cc1)C(=O)N1CCCC1)c1ccccc1
→ -7% | 5% | -1 | 1% | -7% | -19% | -16% | 22% | -4%
12. O=C(O)C1=CC[C@@H](c2ccc(Cl)cc2)N(S(=O)(=O)c2ccc(Cl)cc2)[C@H]1c1cccc(Cl)c1
→ -24% | 7% | 0 | -1% | 14% | 34% | u | 26%[2.33 µM] | -11%
13. Cc1cc(C)c(NC(=S)N(C)C)c(C)c1
→ -4% | -20% | 3 | -9% | -23% | 61%[activator] | 0% | x | -2%
14. O=C(O)C1C2C=CC3(O2)C1C(=O)N1c2ccccc2C2OCCC2C13 (stereo unspecified)
→ u | x | -3 | -12% | 31% | -2% | -11% | -44%[59 µM] | -36%
15. N#Cc1cc(C(=O)c2cc(F)ccc2O)cn(-c2nccs2)c1=O
→ -20% | 16% | 5 | u | -11% | 17% | u | 2%[59 µM] | -5%
16. CC12CCC(C(=O)C1)C1(C)CCCC(=O)C21 (stereo unspecified)
→ -9% | 3% | -3 | -1% | 15% | 29% | -2% | x | x
17. CC(C(=O)N1CCCCC1)N(C)CC(=O)Nc1cccc(F)c1 (stereo unspecified)
→ 25µM* | -1% | 4 | -2% | -6% | -22% | -14% | u | 16µM*
18. COc1ccc(C(=O)c2c(C)c(CCC#N)n3ccccc23)c(OC)c1
→ 35µM* | 12% | 1 | 66%[activator] | -39%[56.9 µM] | -4% | 4% | -7% | -18%
19. CCC(=O)N1CCc2cc(Br)cc(S(=O)(=O)NCc3cccc(OC)c3)c21
→ -5% | 5% | 0 | 0% | 5% | 38%[activator] | 0% | -4%[59 µM] | 3%
20. O=C(CSc1nnc(C2CC2)n1CC1CCCO1)Nc1cccc(Cl)c1 (stereo unspecified)
→ 6% | 6% | 2 | 2% | -31% | 26% | 8% | 18% | -1%

6 entries drawn at random from those above, as already listed:
Every second line gives: JMJD2A Tudor | ERG Ets-DNA blk | PI4K2A block | GLS inhibitor | RGS4 inhibitor | HP1b binding inh | ALOX12 inh | G9a inh | BAZ2B block
13. Cc1cc(C)c(NC(=S)N(C)C)c(C)c1
→ -4% | -20% | 3 | -9% | -23% | 61%[activator] | 0% | x | -2%
16. CC12CCC(C(=O)C1)C1(C)CCCC(=O)C21 (stereo unspecified)
→ -9% | 3% | -3 | -1% | 15% | 29% | -2% | x | x
11. O=C(N/C(=C/c1ccc([N+](=O)[O-])cc1)C(=O)N1CCCC1)c1ccccc1
→ -7% | 5% | -1 | 1% | -7% | -19% | -16% | 22% | -4%
18. COc1ccc(C(=O)c2c(C)c(CCC#N)n3ccccc23)c(OC)c1
→ 35µM* | 12% | 1 | 66%[activator] | -39%[56.9 µM] | -4% | 4% | -7% | -18%
15. N#Cc1cc(C(=O)c2cc(F)ccc2O)cn(-c2nccs2)c1=O
→ -20% | 16% | 5 | u | -11% | 17% | u | 2%[59 µM] | -5%
14. O=C(O)C1C2C=CC3(O2)C1C(=O)N1c2ccccc2C2OCCC2C13 (stereo unspecified)
→ u | x | -3 | -12% | 31% | -2% | -11% | -44%[59 µM] | -36%

(list continues)
Every second line gives: JMJD2A Tudor | ERG Ets-DNA blk | PI4K2A block | GLS inhibitor | RGS4 inhibitor | HP1b binding inh | ALOX12 inh | G9a inh | BAZ2B block
21. O=C(COC(=O)c1ccc(Br)o1)Nc1nc2c(F)c(F)c(F)cc2s1
→ -7% | 9% | 0 | 5% | -7%[56.9 µM] | 57%[activator] | 0% | u | -17%
22. COCCn1c(SCC(=O)NC(C)c2ccccc2)nc2ccccc21 (stereo unspecified)
→ -2% | 5% | -4 | -6% | 25% | 43%[activator] | 5% | 34% | -9%
23. CC(=O)Nc1ccc(S(=O)(=O)Nc2cccc(-c3ccc4nncn4n3)c2)cc1
→ -18% | 10% | -7 | 11% | 18% | 26% | -21% | 12% | u
24. CCn1c(SCC(=O)NC2CCCCC2)nc2ccccc2c1=O
→ -3% | -14% | 3 | -8% | -29% | 15% | u | -3% | -1%
25. C=CCOC(=O)C1=C(C)NC(C)=C(C(=O)OCC=C)C1c1ccc(O)cc1
→ -3% | -6% | -2 | x | 21% | 21% | u | 16%[59 µM] | 2%
26. CC1(C)CC(NC(=O)c2cc([N+](=O)[O-])cc([N+](=O)[O-])c2)CC(C)(C)N1
→ -20% | 2% | -5 | -6% | -24% | 54% | -12% | x | 14%
27. O=C(N/N=C/c1ccc[nH]1)c1ccncc1
→ -11% | 1% | -1 | 6% | 13% | -9% | -6% | 22%[59 µM] | u
28. c1ccc(OCc2nn3c(-c4ccccn4)nnc3s2)cc1
→ -16% | -4% | -2 | 4% | -19% | 20% | 0% | u | -4%
29. CC(C)C[C@@H](CNCC(=O)[C@H](Cc1c[nH]c2ccccc12)NC(=O)c1[nH]cnc1C(=O)N[C@@H](C)CN)NC(=O)c1nc[nH]c1C(=O)N[C@@H](C)C(=O)O
→ 50µM* | 10% | -13 | 1% | -19% | 27% | u | x | x
30. COc1ccc(CNC(=O)CCNS(=O)(=O)c2cccc3nsnc23)cc1
→ 6%&-20% | 1%&-3% | -2&-2 | 3%&7% | -19%&-2% | 56%&8%[activator] | -37%&-3% | 28% | 3%&-2%
31. CCOc1ccc(Nc2cc(C)nc3ccc(C)cc23)cc1
→ -9% | 6% | -5 | -9% | -16% | 6% | -8% | x | x
32. Cc1ccc(CCNC(=O)c2cc3sccc3n2Cc2ccc(Cl)cc2)cc1
→ -20% | -1% | 3 | -4% | 22% | 21% | u | -32%[59 µM] | -11%
33. COc1ccccc1CCNC(=O)C(=O)c1cn(CC(=O)N2CCOCC2)c2ccccc12
→ -25% | 4% | -5 | 0% | -12%[11.4 µM] | -1% | -3% | x | -28%
34. Nc1nc(NCCCN2CCOCC2)nc(Nc2ccc(F)cc2)c1[N+](=O)[O-]
→ -25% | 8% | 5 | -16% | 3% | 6% | -14% | 25%[59 µM] | -12%
35. Cc1ccc(CNC(=O)CN2C(=O)NC3(CCCC3)C2=O)cc1
→ -10% | -2% | 5 | -2% | 1% | 3% | -19% | x | x
36. CCOC(=O)C(C)Sc1nc(-c2ccccn2)ncc1OC (stereo unspecified)
→ -17%[11.4 µM] | -2% | -11 | 1% | -43% | 9% | 14% | -26% | 3.2µM*
37. COc1cc2ccccc2cc1C(=O)NCC(c1cccs1)N(C)C (stereo unspecified)
→ u | -2% | 1 | -3% | 10% | -6% | 465%[activator] | u | -29%
38. O=C(O)CCc1ccc(-c2ccccc2)n1CC(=O)Nc1cccc(C(F)(F)F)c1
→ -30% | 14% | -2 | -1% | 3% | 12% | u | 45µM* | u
39. Cc1ccc(CNC(=O)/C=C/c2ccc(S(=O)(=O)N3CCOCC3)cc2)cc1
→ 9% | 1% | 4 | -6% | -6% | 36% | -3% | -5%[59 µM] | -2%
40. Cc1cnc(C(=O)OCC(=O)Nc2cc(-c3ccccc3)nn2-c2ccccc2)cn1
→ -16% | 2% | 3 | 0% | -2% | 46%[activator] | u | -36% | 1%

These rows are one share of the data; the hit share may differ from the screen's.
